BioA inh: inhibitors of Mycobacterium tuberculosis BioA enzyme; hit rate 0.096% among 360,000; inhibition, % at 9.99 µM; purified M. tuberculosis BioA enzyme, plate reader; in the data active = inhibition above about 40%
PriA SSB inh: inhibitors of Klebsiella pneumoniae PriA binding to SSB C-terminal tail. AlphaScreen SSBct-PriA binding, biotinylated peptide. hit rate 0.6% among 430,000. inhibition, % at 33 µM; in the data active = inhibition mostly above about 37%, no sharp cut-off; inactive = mostly below about 20%;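 note: plate controls were negative control peptide for no effect and reference peptide for full effect; strong numbers were not always called active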
Vc quorum ag: quorum light induction in luxS cqsA deficient V. cholerae; V. cholerae BH1578 lux reporter, luminescence, 6 h; hit rate 0.16% among 350,000; activation, % at 18.7 µM; in the data active = activation mostly above about 9.7%, no sharp cut-off; note: not every result past the cut was called active; inactives centre near 0; reference of the scale not given here
GDH-TPI counter: GDH-TPI coupled enzyme inhibition counter-screen | GDH-TPI coupled enzyme counterscreen, NADH absorbance | inhibition, % at 4.8 µM | hit rate 1.2% among 360,000 | AID 588335; in the data active = inhibition above about 30%;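 note: 0% = DMSO wells and 100% = wells lacking the enzyme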
3CLpro inhibitor: SARS-CoV 3CLpro protease inhibition. P0C6X7. recombinant SARS-CoV 3CLpro, quenched FRET peptide cleavage. inhibition, % at 6 µM. hit rate 0.14% among 290,000. AID 1706; in the data active = inhibition above about 12%
Mtb FBA inh: Mtb fructose-bisphosphate aldolase inhibition; P9WQA3; purified M. tuberculosis FBA, fluorescence read-out; inhibition, % at 1 µM; hit rate 2.3% among 360,000; AID 588726; in the data active = inhibition above about 27%;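 note: 0% = vehicle and 100% = reference inhibitor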
Target sequence (P9WQA3 whole entry, looked up): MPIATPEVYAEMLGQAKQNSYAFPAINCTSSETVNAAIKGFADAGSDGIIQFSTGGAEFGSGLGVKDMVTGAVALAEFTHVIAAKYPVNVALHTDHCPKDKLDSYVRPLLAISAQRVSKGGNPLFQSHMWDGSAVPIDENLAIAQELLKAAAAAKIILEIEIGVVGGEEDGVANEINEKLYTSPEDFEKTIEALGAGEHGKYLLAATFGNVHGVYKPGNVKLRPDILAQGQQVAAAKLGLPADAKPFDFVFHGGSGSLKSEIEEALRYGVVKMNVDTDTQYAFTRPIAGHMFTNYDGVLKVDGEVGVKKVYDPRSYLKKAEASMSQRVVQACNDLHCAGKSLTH
Mtb UGM inh: Mtb UDP-galactopyranose mutase inhibition | P9WIQ1 | purified UGM, fluorescence polarization probe displacement | inhibition, % at 10 µM | hit rate 0.06% among 320,000 | AID 504406; in the data active = inhibition above about 10%, passing the limit was not always enough
Rv3671c inh: Rv3671c (M. tuberculosis) protease inhibition | P9WHR9 | inhibition, % at 5.96 µM | hit rate 0.048% among 320,000; in the data active = inhibition above about 38%;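 note: extracellular domain of Rv3671c used as enzyme; 0% = enzyme with DMSO and 100% = no enzyme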
Target sequence (P9WHR9 whole entry, looked up, the tested form may be a part): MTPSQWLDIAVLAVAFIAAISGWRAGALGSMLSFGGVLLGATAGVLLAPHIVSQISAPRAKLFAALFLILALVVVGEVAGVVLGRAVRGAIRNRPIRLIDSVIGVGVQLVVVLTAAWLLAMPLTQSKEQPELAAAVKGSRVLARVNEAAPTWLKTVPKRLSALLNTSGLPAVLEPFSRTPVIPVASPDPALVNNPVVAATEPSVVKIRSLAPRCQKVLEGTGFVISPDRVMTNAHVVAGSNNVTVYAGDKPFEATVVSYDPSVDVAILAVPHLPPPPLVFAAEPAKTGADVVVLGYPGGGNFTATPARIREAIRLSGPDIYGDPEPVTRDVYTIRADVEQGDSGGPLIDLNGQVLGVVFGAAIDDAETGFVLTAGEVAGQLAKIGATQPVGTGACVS
VHR inh abs: blocks human VHR1 dual specificity phosphatase; P51452; recombinant VHR phosphatase, pNPP absorbance; inhibition, % at 13.3 µM; hit rate 0.52% among 290,000; AID 1654; in the data active = inhibition above about 50%; note: some compounds called inactive have numbers as strong as hits
Target sequence (P51452 whole entry, looked up): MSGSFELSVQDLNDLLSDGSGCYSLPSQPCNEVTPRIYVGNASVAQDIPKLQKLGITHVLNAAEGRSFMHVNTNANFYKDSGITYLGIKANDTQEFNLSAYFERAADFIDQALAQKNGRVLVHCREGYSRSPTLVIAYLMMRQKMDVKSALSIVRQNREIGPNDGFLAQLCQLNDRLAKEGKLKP
MazF activator: activators of E. coli MazEF toxin-antitoxin RNase; FAM/BHQ RNA-DNA oligo cleavage fluorescence, 5 h; activation, % at 20 µM; hit rate 0.32% among 350,000; AID 504720; in the data active = activation above about 50%
Target sequence (P0AE70 whole entry, looked up): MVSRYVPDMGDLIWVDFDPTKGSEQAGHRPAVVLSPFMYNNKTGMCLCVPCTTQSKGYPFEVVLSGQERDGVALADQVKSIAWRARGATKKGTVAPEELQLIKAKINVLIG
Active calls of the source: *; i = inactive; / = no result given; & = joins results of further samples.

SMILES	BioA inh	PriA SSB inh	Vc quorum ag	GDH-TPI counter	3CLpro inhibitor	Mtb FBA inh	Mtb UGM inh	Rv3671c inh	VHR inh abs	MazF activator
CCOc1ccccc1Nc1nnc(SC(C)C(=O)Nc2nc(-c3ccccc3)cs2)s1 (centres undefined)	/	-5	-0.2	24	-4	2	-1.9	-3	-2	-13
O=C(NCc1ccccc1)C1=C[C@H](c2csc3ccccc23)C[C@H](OCc2ccc(CO)cc2)O1	-1.5&-2.3	3	i	3	/	-2	-2.3	-39	22	-10
COc1ccc(CC(CC(=O)O)C(=O)NCc2ccccc2)cc1 (centres undefined)	-2.2	-4	-0.2	5	1	1	1.0	3	-9	1
CCOc1ccc(C(C)=O)cc1COC(=O)CNC(=O)c1cccs1	0.3	-11	1.1	8	/	0	0.2	7	/	-5
Cn1c2ccccc2c2cc(/C=C(\NC(=O)c3ccccc3)C(=O)O)ccc21	-3.1	-8	i	35*	4	-3	4.1	-4	-4	-14
c1coc(CNc2nc(-c3cccs3)cs2)c1	/	3	-1.4	6	1	7	4.0	-6	-6	5
O=C(c1ccc2c(=O)n(Cc3ccc4c(c3)OCO4)c(=S)[nH]c2c1)N1CCC2(CC1)OCCO2	/	0	-0.4	7	-3	1	-0.9	5	15	4
O=C(CCn1c(=S)[nH]c2ccccc2c1=O)NCCc1ccccc1	/	-9	-0.4	5	-2	2	0.3	-16	11	6
COCCn1c(C)cc(C(=O)COC(=O)c2ccc([N+](=O)[O-])o2)c1C	-0.3	11	2.0	6	-1	3	1.9	-5	5	1
Cc1cccc(NC(=O)CN2CCN(C(=O)c3c(C)nn(Cc4ccccc4)c3C)CC2)c1C	0.4	-13	-0.8	-4	/	2	4.4	1	/	6
COc1cc(-c2n[nH]c(=S)n2-c2cc(C(F)(F)F)ccc2Cl)cc(OC)c1OC	/	-10	-0.1	3	1	0	-0.9	-6	2	2
O=C(CN1CCCCCC1)Nc1ccccc1Cl	-0.8	-10&-2	0.7	8	-7	0	-0.9	-13	27	1
Cc1c(Cl)ccc(S(=O)(=O)NCCN2CCOCC2)c1Cl	1.9	-24	-0.4	4	-5	1	-0.5	4	23	6
O=C(NCc1ccccc1)/C(=C\c1ccc([N+](=O)[O-])cc1)NC(=O)c1ccco1	-0.6	4	-0.3	21	0	1	1.1	-2	8	1
COC(=O)C1=C(C)N(Cc2ccccc2)C(=NCC(C)C)N[C@H]1c1ccccc1	/	14	/	/	-8	/	0.2	11	17	9
O=C(CN1CCCCC1)NCC(=O)Nc1ccc(Br)cc1C(=O)c1ccccc1	2.0	12	-1.3	-4	-8	1	-1.1	-3	15	-9
c1ccc(-c2nnc3sc(-c4csc5c4CCCC5)nn23)cc1	/	-6	-2.8	3	5	3	2.1	-20	14	-11
N#CC(C#N)=C1CCc2ccccc2N1	/	12	i	15	-3	-6	-2.3	3	-5	4
CC(Oc1ccc2c(-c3ccccc3)cc(=O)oc2c1)C(=O)NC(Cc1c[nH]c2ccccc12)C(=O)O (centres undefined)	26	5	-0.8	16	/	-4	1.5	2	/	3
COc1cccc2cc(C(=O)N3CCN(C45CC6CC(CC(C6)C4)C5)CC3)c(=O)oc12	0.8	-13	-0.2	6	4	1	-0.6	1	10	-3
O=S(=O)(c1ccc(N2CCOCC2)cc1)N1CCOCC1	-3.1	3	-7.7	-2	4	4	1.6	-3	4	4
N=c1oc2ccc(Cl)cc2cc1C(=O)NC1CCCCCC1	-2.0	-20	i	11	0	-1	3.4	6	11	-3
CCc1nn(CC(=O)O)c(=O)c2ccccc12	-3.0	3	i	15	-2	0	2.2	-9	30	-5
Clc1cccc(-c2nnc(SC/C=C/c3ccccc3)n2Cc2ccco2)c1	-2.8	-8	-0.4	13	1	1	3.2	-20	2	-13
O=C(COC(=O)Cc1ccc(-c2ccccc2)cc1)NCc1ccc(F)cc1	/	1	-0.2	-1	-1	-1	0.6	-1	7	-24
OC1CCN(c2ncnc3c2nnn3Cc2c(F)cccc2Cl)CC1	3.1	1	-0.6	0	3	4	-3.5	-3	12	9
COc1ccc(-c2cc3nc(-c4ccccc4)cc(N4CCC(O)CC4)n3n2)cc1	/	-37	1.3	12	-3	80*	3.7	-17	12	-6
Cc1ccc(CNS(=O)(=O)c2ccc(Br)s2)cc1	1.1	-11	-0.2	-10	0	-5	-1.1	-7	20	-6
CCOc1ccc(S(=O)(=O)N2CCC(C(=O)NCc3ccco3)CC2)cc1C	/	-4	-0.2	-9	-9	0	2.4	-10	22	-1
CCCc1cc(=O)oc2cc(OCC(=O)NCC(O)c3ccccc3)ccc12 (centres undefined)	-0.6	8	-2.6	14	-4	13	-0.1	-1	53*	11

Looked up one by one from the entries so far (6):
SMILES	BioA inh	PriA SSB inh	Vc quorum ag	GDH-TPI counter	3CLpro inhibitor	Mtb FBA inh	Mtb UGM inh	Rv3671c inh	VHR inh abs	MazF activator
Clc1cccc(-c2nnc(SC/C=C/c3ccccc3)n2Cc2ccco2)c1	-2.8	-8	-0.4	13	1	1	3.2	-20	2	-13
CCc1nn(CC(=O)O)c(=O)c2ccccc12	-3.0	3	i	15	-2	0	2.2	-9	30	-5
N=c1oc2ccc(Cl)cc2cc1C(=O)NC1CCCCCC1	-2.0	-20	i	11	0	-1	3.4	6	11	-3
O=C(COC(=O)Cc1ccc(-c2ccccc2)cc1)NCc1ccc(F)cc1	/	1	-0.2	-1	-1	-1	0.6	-1	7	-24
COc1ccc(-c2cc3nc(-c4ccccc4)cc(N4CCC(O)CC4)n3n2)cc1	/	-37	1.3	12	-3	80*	3.7	-17	12	-6
OC1CCN(c2ncnc3c2nnn3Cc2c(F)cccc2Cl)CC1	3.1	1	-0.6	0	3	4	-3.5	-3	12	9

Continued.
SMILES	BioA inh	PriA SSB inh	Vc quorum ag	GDH-TPI counter	3CLpro inhibitor	Mtb FBA inh	Mtb UGM inh	Rv3671c inh	VHR inh abs	MazF activator
COc1ccc(N2CCN(CC(=O)Nc3c(C)cccc3C)CC2)cc1	0.8	/	-0.8	10	/	-2	/	/	/	-10
O=C1CC(c2ccccc2)CC(O)=C1C=NCCCO (centres undefined)	-1.0	-18	-0.7	-6	0	-4	2.3	5	-4	5
CCCCN(C=O)c1c(CC)nc2c(OCc3ccc(S(C)(=O)=O)cc3)cccn12	5.3	/	-0.3	-7	/	2	/	/	/	/
CC(=O)c1ccc(N(CC(=O)NC2CCCCC2)C(=O)CNC(=O)c2cccs2)cc1	4.1	-11	i	1	1	5	-0.6	-10	20	6
CCOc1ccc(S(=O)(=O)Nc2cccc(C(=O)N3CCN(c4ccccn4)CC3)c2)cc1	-0.5	/	-0.7	3	/	0	/	/	/	8
COc1ccccc1C(=O)NC(=O)Nc1nc(-c2ccccc2)cc(C(F)(F)F)n1	0.8	-10	-0.4	-12	0	0	-4.0	2	7	2
CCCn1c(=O)c2ccccc2n2c(SCC(=O)c3ccccc3)nnc12	1.4	-6	6.7	2	-5	-3	-1.6	-1	20	12
O=C(NCCNC(=O)c1cccs1)c1ccco1	0.3	-3	i	2	0	-2	-0.7	-6	8	1
Cc1cccc(NC(=O)CC2C(=O)NC3CCCCC3N2C(=O)c2ccccc2Cl)c1 (centres undefined)	1.8	-6	-0.3	2	8	2	-3.2	6	-4	2
Cc1ccc(S(=O)(=O)NCC(=O)OCC(=O)N(C)C2CCCCC2)cc1	-1.8	2	-2.0	3	/	10	3.6	-4	/	6
COc1cc(C2Nc3ccc4ncccc4c3C3=C2C(=O)CCC3)ccc1O (centres undefined)	-1.0	7	0.4	17	-4	7	-0.2	10	32	2
COCCNC(=O)C1(C)CCCN(Cc2cn(C)c3ccccc23)C1 (centres undefined)	-4.5	/	-0.3	-3	/	4	/	/	/	/
COCCN(C(=O)C1CCCO1)c1c(N)n(CC(C)C)c(=O)[nH]c1=O (centres undefined)	-0.4	-4	1.0	2	/	0	-1.7	1	/	0
Cc1nc(SCC(=O)Nc2c(C)n(C)n(-c3ccccc3)c2=O)[nH]c(=O)c1C	5.2	-14	5.0	3	0	0	0.4	-1	/	-3
CC1CCCCN1CCNC(=O)C1CCCN(S(=O)(=O)c2cccc3nsnc23)C1 (centres undefined)	-0.2	7	i	-7	5	-9	6.8	-6	-6	2
CCc1nc2sc3c(c2c(=S)[nH]1)CC(C)(C)OC3	-2.4	-4	i	13	3	0	/	/	-4	8
CC(=O)c1cc(F)c(N2CCCCCC2)cc1C	0.0	-23	/	19	-3	1	-0.5	-7	48	-1
CCOc1ccccc1N1CCN(S(=O)(=O)CC)CC1	-0.5	-2	i	8	3	-2	2.2	0	12	6
O=C(CSc1nncn1-c1ccccc1)NC1CCCC1	0.5	-14	i	3	0	-2	-1.5	0	17	6
Cc1nnsc1C(=O)NC(C)c1ccccc1 (centres undefined)	-1.5	2&-8	-0.4	0	-2	4	0.4	4	40	-2
Cc1c(NC(=O)CSc2nnc3sc4ccccc4n23)c(=O)n(-c2ccccc2)n1C	-0.3	-4&-10	7.1	6	0	4	0.8	-3	6	13
COCCn1c(SCC(=O)N2CCCC2)nnc1C(C)C	3.7	-4	-1.3	-2	-3	0	-1.4	0	26	5
NC(=O)N/N=C/c1coc2ccc3ccccc3c2c1=O	/	i	-0.3	2	0	2	3.1	0	10	-5
O=C1NC(=O)C(c2ccccc2[N+](=O)[O-])=C1Nc1ccc(O)c(Cl)c1	3.2	16	i	17	3	-2	3.1	-1	13	-3
CS(=O)(=O)c1cccc(C(=O)NC(c2ccccc2)c2ccccc2)c1	2.5	-4	-0.7	1	2	1	-2.3	0	-31	1
COc1ccccc1C(=O)N/C(=C/c1cccc([N+](=O)[O-])c1)C(=O)Nc1cccc(C(=O)O)c1	/	7	-0.7	8	0	1	1.1	-1	-21	2
Cc1ccc2cc(C#N)c(N3CCCN(C(=O)C4CCCO4)CC3)nc2c1 (centres undefined)	-0.7	-7	/	4	0	11	-0.8	4	27	0
COc1ccc(-n2cnc3cc(NCc4ccccn4)ccc32)cc1	2.9	32	i	-5	-1	0	-0.4	2	25	-1
CC(OC(=O)c1cnc2ccccc2n1)c1ccccc1Cl (centres undefined)	-1.0	1	-0.7	7	0	-2	-1.4	-15	-19	-5
Cn1c(=O)n(C)c(=O)n(CC(=O)N2CCCCC2)c1=O	-1.0	-10	i	10	-4	-2	3.3	4	6	-5
O=C(CSc1ncnc2sccc12)N1CCN(C(=O)c2cccs2)CC1	1.3	-6	i	4	/	-1	-0.3	7	/	2
O=C1CN(C(=O)N[C@@H](Cc2ccccc2)C(=O)N[C@@H](Cc2ccccc2)C(=O)O)c2ccccc2N1	1.3	-16	-0.5	-4	-3	2	2.7	-7	21	-8
CS(=O)(=O)N1CCN(C(=O)c2cc(-c3cccnc3)nc3ccc(Cl)cc23)CC1	/	-11	-0.7	7	0	1	1.1	1	19	0
O=[N+]([O-])c1cc(CN2CCCC2)ccc1Sc1ccc(Cl)cc1	/	43*	-0.3	0	5	0	-3.5	1	31	-1
O=C(Nc1ccccc1C(F)(F)F)c1ccc2nccnc2c1	1.0	-8	i	7	1	2	1.8	5	24	1
O=C(CN1CCN(S(=O)(=O)c2cccc(Cl)c2)CC1)NCC1(N2CCOCC2)CCCCC1	-2.1	-5	3.1	0	/	0	/	-2	/	4
Cc1ccc(/C=C/C(=O)O)cc1S(=O)(=O)NC1CCS(=O)(=O)C1 (centres undefined)	/	7	1.4	-3	2	6	0.8	5	10	5
COc1ccc(N2CCN(C(=O)CCc3nnc4ccc(N5CCOCC5)nn34)CC2)cc1	-0.2	8	i	7	2	1	0.4	3	18	7
Cc1csc(Nc2ccccc2)[n+]1-c1ccccc1	/	36	-0.2	7	-1	-2	-1.8	-4	13	7
COc1cccc(N2CC(C(=O)Nc3nnc(SCC(=O)NCc4ccco4)s3)CC2=O)c1 (centres undefined)	-0.9	9	-1.6	3	4	2	-2.1	3	6	2
Cc1ccc(Cl)cc1NC(=O)CCNC(=O)N1CC(=O)Nc2ccccc21	-2.9	-21	-0.4	0	4	-5	-0.4	-4	-15	5

A stretch from further up, for reference:
SMILES	BioA inh	PriA SSB inh	Vc quorum ag	GDH-TPI counter	3CLpro inhibitor	Mtb FBA inh	Mtb UGM inh	Rv3671c inh	VHR inh abs	MazF activator
O=C(CCn1c(=S)[nH]c2ccccc2c1=O)NCCc1ccccc1	/	-9	-0.4	5	-2	2	0.3	-16	11	6
COCCn1c(C)cc(C(=O)COC(=O)c2ccc([N+](=O)[O-])o2)c1C	-0.3	11	2.0	6	-1	3	1.9	-5	5	1

Screening data from PubChem.

An excerpt. The share of hits here may be higher or lower than overall.
